# G9a inh – inhibitors of human histone lysine methyltransferase G9a; G9a H3K9 monomethylation, AlphaScreen, 2 h; Q96KQ7; actives 8.8% (n = 350,000); AID 504332; Potency, µM (doses to about 102 µM), for the others: at the top dose activity, negative = inhibition, usual class: inhibitors; note: % is set by controls: 0 for no effect and ±100 for the full control effect; nearly all actives have a fitted effect of over 75% in size
#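 Enzyme 20 nM + cpd, 15 min RT; add b-H3K9 pep 500 nM / SAM 20 uM; 2 h RT; anti-H3K9me1 Ab 0.5 ug/mL + SA donor / anti-rabbit acceptor beads 20 ug/mL each, 10 min; AlphaScreen read.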
# BAZ2B block – blocks human BAZ2B. AlphaScreen BAZ2B-H3K14Ac peptide displacement. actives 4.4% (n = 360,000). Potency, µM (series often up to 114 µM), for inactives: at the top dose activity change, negative = inhibition, actives largely listed as inhibitors; note: % is set by controls: 0 for no effect and ±100 for the full control effect; nearly all actives have a fitted effect of over 60% in size
#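 AlphaScreen displacement of biotin-H3(5-23)K14Ac peptide (50 nM final) from BAZ2B (50 nM final) in PBS pH 7.4, 0.01% Tween-20; complex preformed 30 min RT, then compounds (top 110 uM) 30 min RT, beads 20 min dark.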
# GLS inh – blocks human kidney-isoform glutaminase activity. GLS enzymatic activity, qHTS titration. Potency, µM (titrated, usually from 45.5 µM), for inactives: at the highest dose activity change, negative = inhibition, hits mostly inhibitors. actives 0.21% (n = 410,000); note: % is set by controls: 0 for no effect and ±100 for the full control effect
#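 Assay buffer: 45 mM KH2PO4 pH 8.2, 0.02% Tween-20. hKGA acts on L-glutamine (1 mM solution added); product glutamate is reported by an oxidase/peroxidase Amplex Red coupling, with fluorescence taken at baseline and 30 min.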
# PGK inhibitor – inhibitors of T. brucei phosphoglycerate kinase | P07378 | PGK/GAPDH coupled, Kinase-Glo luminescence, 60 min | Potency, µM (top dose mostly 57.5 µM), for inactives: at the top dose activity change, negative = inhibition, usual class: inhibitors | actives 0.043% (n = 380,000); note: % is set by controls: 0 for no effect and ±100 for the full control effect; nearly all actives have a fitted effect of over 60% in size
#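 Recombinant glycosomal PGK reaction used 1,3-bisphosphoglycerate generated in-well by GAPDH (100nM final) in 100mM TEA pH 7.6, 5mM MgCl2, 0.01% Tween-20. After 60 minutes at room temperature, ATP was read by Kinase-Glo Plus luminescence end-point.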
# POLI inh – inhibitors of human DNA polymerase iota; Pol iota fluorescent replication assay, 10 min; Potency, µM (highest dose often 115 µM), without a hit: at the top dose activity, negative = inhibition, hits mostly inhibitors; actives 1% (n = 390,000); AID 588590
#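 Pol iota at 10 nM preincubated 15 min with compounds at room temperature; reaction started with fluorescent substrate, 50 nM final. Fluorescence read kinetically at 0 and 10 min; buffer-only wells as negative control.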
# HP1b chromo inh – inhibitors of HP1-beta chromodomain binding to methylated histone tails | Potency, µM (titrated, usually from 114 µM), for inactives: at the highest dose activity change, negative = inhibition, actives largely listed as inhibitors | AlphaScreen HP1-beta / biotin-H3K9me3 peptide binding | actives 0.56% (n = 390,000) | AID 540317; note: nearly all actives have a fitted effect of over 70% in size; inactives centre near 23
#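 Compound inhibition of the preformed complex between 50 nM HP1-beta and 50 nM biotinylated H3K9me3 peptide was read by AlphaScreen. Buffer was PBS pH 7.4 with 0.01% Tween-20. Incubations ran 30 min at room temperature, with 10 ug/mL donor/acceptor beads.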
# Pin1 inh – inhibitors of human Pin1. Q13526. actives 0.009% (n = 390,000). Potency, µM (highest dose often 115 µM), for the others: at the highest dose activity, negative = inhibition, actives largely listed as inhibitors. Pin1 FP peptide displacement, HiFluor488, 10 min. AID 504891; active = well fitted inhibition curve with a large enough effect in the polarisation, with a control signal flat, not every such curve was filed as active; inconclusive = small, poorly fitted or top-dose-only effect, or effect the other way, or a change in a side signal; inactive = no such curve, though single readings can be large or run the other way; the % refers to the polarisation; note: % is set by controls: 0 for no effect and ±100 for the full control effect
# JMJD2A Tudor – JMJD2A Tudor domain (human) inhibition; AlphaScreen JMJD2A-Tudor / H3K4me3 peptide binding; O75164; actives 4.4% (n = 390,000); Potency, µM (titrated, usually from 114 µM), without a hit: top-dose activity change, negative = inhibition, usual class: inhibitors; note: % is set by controls: 0 for no effect and ±100 for the full control effect; nearly all actives have a fitted effect of over 50% in size
# BLM helicase inh – Bloom syndrome helicase (human) inhibition; recombinant BLM DNA unwinding, fluorescence dequenching; Potency, µM (series often up to 56.1 µM), for the others: top-dose activity change, negative = inhibition, most hits filed as inhibitors; actives 0.2% (n = 350,000); AID 2528;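 note: plate controls were vehicle for no effect and no enzyme for full effect; nearly all actives have a fitted effect of over 35% in size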
# Starred values were filed as active, the others as inactive; i = inactive; ? = inconclusive; . = no result given; & = joins results of further samples; [ ] = remark or other dose. Unless noted, calls come from the whole dose curve; as a rule, active = well fitted curve in the direction sought with a large enough effect; inconclusive = small, poorly fitted or top-dose-only effect, or another doubt; inactive = no such curve, though single readings can be large; an effect the other way counts as inactive or inconclusive. Potency is the fitted concentration of half-maximal effect. The list is partial. The share of hits here may be higher or lower than overall.
HP1b chromo inh	JMJD2A Tudor	BLM helicase inh	BAZ2B block	POLI inh	PGK inhibitor	Pin1 inh	GLS inh	G9a inh	canonical_smiles
36.0%[activator]	-2.8%	0.8%	-11.6%	53.7%[activator]	6.3%	0.2%	-5.9%	41.3%	CCC(=O)N1CCc2cc(S(=O)(=O)NCCC(=O)Nc3ccc(OC)cc3)ccc21
40.3%[activator]	24.6%	0.2%	5.6%	18.6%	i	-1.2%	4.2%	6.6%	Cc1ccc(N=CC2=C(O)CC(c3ccccc3Cl)CC2=O)cc1 (centres undefined)
-7.2%	-30.8%	-6.4%	?	-40.7%	2.7%	-3.3%	14.2%	6.8%	CCCCOC(=O)c1ccc(NC(=O)Nc2ccc(OC)c(OC)c2)cc1
?	31.6µM*	-29.5%	44.7µM*	10µM*	-14.0%	.	24.9%	39.8µM*	Cn1c2ccccc2c2cc(/C=N/NC(=O)c3cc(O)ccc3O)ccc21
27.9%	0.4%	-15.0%	-33.8%	64.8%[activator]	-12.9%	-19.1%	0.3%	-13.2%[59 µM]	COc1ccc(Nc2c(-c3ccco3)nc3ccc(C)cn23)cc1
?	5.62µM*	0.0%	50.1µM*	30.2%[activator]	-2.8%	-5.1%	0.3%	.	Clc1ccc(OCCn2ccnc2)cc1Cl
32.8%	-14.4%	-2.3%	-1.3%	4.5%	i	0.1%	0.6%	2.9%[2.33 µM]	CC(C)(C)c1ccc(C(=O)OCCN2CCCCC2)cc1
12.5%	-23.5%	-3.5%	-13.4%	-1.2%	-2.4%	0.0%	4.5%	?	O=C(N/N=C/C=C\c1ccccc1[N+](=O)[O-])c1ccco1
-18.7%	7.94µM*	2.6%	-11.2%	6.3%	-7.0%	1.8%	28.5%	8.91µM*	CC(c1n[nH]c(=S)n1-c1ccc(Cl)cc1)N(C)C (centres undefined)
40.3%[activator]	-12.1%	.	?	22.8%	7.6%	-13.1%	?	2.5%[12.7 µM]	Nc1ncccc1C(=O)OCC(=O)NC1CCCCCC1
27.2%&16.2%	-12.5%&-10.9%	2.1%&0.1%	-16.5%&-0.4%	36.9%&32.3%[activator]	-9.6%&-3.3%	4.7%&4.5%	-10.1%&3.7%	22.5%	COc1ccccc1N1CCN(C(=O)c2nn(C)c3c2CS(=O)(=O)c2ccccc2-3)CC1
26.2%	7.2%	-10.6%	-10.3%	4.2%	5.3%	?	0.3%	-2.3%[59 µM]	CCOc1ccc(-c2nc(SCC(=O)Nc3ccc4c(c3)OCCO4)c(-c3ccc(F)cc3)[nH]2)cc1
17.8%	-21.4%	-7.3%	-9.8%	8.9%	-0.6%	-12.0%	?	?	CC(C)(C)n1[nH]c2c3c(ccc2c1=O)C(=O)c1ccccc1C3=O
63.7%	14.9%	0.3%	7.4%	-14.1%	-0.7%	-6.6%	0.4%	4.5%	Cc1ccc(OCC(=O)OCCN2C(=O)c3ccccc3C2=O)cc1C
?	?	-8.8%	?	-12.1%	-3.9%	27.5%	?	35.5µM*	CC1C/C(=C/c2cccs2)C(=O)/C(=C/c2cccs2)C1 (centres undefined)
9.7%	-14.5%	.	-3.1%	9.0%	-0.9%	2.4%	11.3%	-35.6%	COc1ccc(NS(=O)(=O)c2cccc(C(=O)NCCCN3CCOCC3)c2)cc1
26.7%&29.3%	-14.3%&-25.5%	4.5%	-22.8%	33.4%&14.9%[activator]	-6.7%	1.8%&-17.0%	0.2%	-8.0%	CC(=O)N(O)CCCCCNC(=O)CCC(=O)N(O)CCCCCNC(=O)CCC(=O)N(O)CCCCCN
-8.3%	-19.2%	.	.	98.8%[activator]	-3.8%	-1.8%	-16.0%	.	CC12CCC3c4cc(CN5CCOCC5)c(O)cc4CCC3C1CCC2=O (centres undefined)
20.1%	-8.1%	0.9%	?	31.7%[activator]	7.2%	4.6%	17.8%	56.2%[activator][59 µM]	Cc1ccc(S(=O)(=O)NNC(=O)c2cnn(-c3ccccc3)c2-n2cccc2)cc1
45.4%[activator]	-4.1%	-1.5%	-22.8%	-3.9%	-1.7%	1.5%	24.3%	31.6µM*	Nc1nc(SCc2cccc(Br)c2)n[nH]1
145.7%	95.5%[activator]	2.6%	73.6%[activator]	-9.7%	-3.1%	0.6%	-2.3%	.	CCn1c2ccc(Cl)cc2c2nc3ccccc3nc21
58.3%[activator]	-15.4%	-5.5%	6.8%	-6.7%	-11.8%	-3.4%	0.3%	27.9%[12.7 µM]	COc1ccc(-c2cc(C(=O)Nc3cnn(Cc4ccccc4C)c3)no2)cc1OC
20.3%	-1.0%	1.4%	-24.8%	85.6%[activator]	2.9%	-1.7%	-6.3%	19.7%	O=C(NCc1ccncc1)C(=O)N/N=C/c1ccccn1
-20.2%	-3.2%	2.0%	1.8%	33.5%[activator]	7.2%	10.8%	-8.3%	.	CCn1c(SCC(=O)N(C)c2c(N)n(Cc3ccccc3)c(=O)[nH]c2=O)nc2ccccc21
25.7%	-9.9%	-1.9%	-5.1%	93.1%[activator]	-2.0%	-8.5%	5.4%	-0.4%	O=C(COC(=O)c1ccc(Cl)nc1)Nc1ccccc1OC(F)F
10.1%	-20.0%	-13.0%	-2.1%	1.2%	0.9%	45.4%[activator]	-15.2%	-3.9%[59 µM]	CC(=O)N1CCc2c(sc3c2c(=O)n(-c2ccccc2)c(=O)n3CC(=O)Nc2cc(C)cc(C)c2)C1
21.8%	-16.0%	-0.8%	-8.6%	6.4%	5.3%	?	-1.1%	.	O=C(CC1C(=O)NCCN1Cc1cccc(F)c1)NCCCN1CCCC1=O (centres undefined)
17.4%	-16.2%	-9.1%	?	41.3%[activator]	8.1%	17.4%	9.3%	-3.5%	Cc1ccc(NC(=O)c2cccc(F)c2)cc1S(=O)(=O)N1CCCCCC1
?	?	-17.5%	?	63.3%[activator]	-3.1%	-5.2%	-23.9%	?	COc1cc(/C=N/NC(=S)NC2CC3CC2C2C=CCC32)ccc1O (centres undefined)
19.4%	-14.0%	-8.0%	2.9%	-1.8%	-4.2%	-0.2%	-13.3%	7.5%[59 µM]	Cc1ccc(NC(=O)Cn2c(=O)c3cc(Cl)ccc3n3nncc23)cc1
40.4%[activator]	-1.0%	-1.9%	22.8%	17.7%	-9.4%	-0.4%	-6.4%	11.6%	O=C(Nc1cccc(-c2ccc(N3CCCCC3)nn2)c1)C(F)(F)F
63.9%[activator]	1.7%&-9.0%	0.4%&0.5%	17.4%[57.1 µM]	18.2%&1.9%	-4.2%&-4.0%	1.3%&-2.8%	1.9%&-5.9%	-28.0%	CC(=O)N1CCCc2cc(S(=O)(=O)N3CCCC(C(=O)NCc4ccccc4)C3)ccc21 (centres undefined)

# A few values from the results shown.
# `CCn1c(SCC(=O)N(C)c2c(N)n(Cc3ccccc3)c(=O)[nH]c2=O)nc2ccccc21` in BAZ2B block is listed with 1.8%
# `CC(C)(C)c1ccc(C(=O)OCCN2CCCCC2)cc1` in G9a inh is listed with 2.9%[2.33 µM]

# Following part:
HP1b chromo inh	JMJD2A Tudor	BLM helicase inh	BAZ2B block	POLI inh	PGK inhibitor	Pin1 inh	GLS inh	G9a inh	canonical_smiles
6.0%	-18.3%	0.5%	0.1%	34.8%[activator]	-10.2%	-4.7%	0.0%	-11.9%	COc1ccc(-c2nc(CSCC(=O)NCCCN3CCCC3=O)c(C)o2)cc1OC
22.5%	?	.	.	?	4.0%	-0.6%	-2.0%	.	O=c1[nH]c2c(=O)[nH]cnc2nc1-c1ccccc1
40.5%	-18.5%	-6.7%	50.1µM*	-8.9%	i	-5.4%	-4.1%	28.3%	Nc1ccccc1C(=O)NNc1ncc(C(F)(F)F)cc1Cl
8.8%	-22.8%	-0.7%	?	-17.5%	-2.0%	-5.9%	22.7%	5.6%[0.0925 µM]	COc1ccc(NC2CCCN(C(=O)c3cccnc3SC)C2)cc1OC (centres undefined)
30.3%	-8.2%	-3.0%	-5.6%	15.2%	-2.5%	2.9%	0.1%	-3.0%[59 µM]	CCOC(=O)c1nnn(C(CC)C(=O)Nc2ccc(F)cc2)c1C(=O)OCC (centres undefined)
27.0%	-24.6%	-5.9%	0.3%	14.3%	i	-8.0%	-5.0%	17.6%[59 µM]	COc1ccc(OCCSc2nnc(C(C)NC(=O)c3ccccc3F)n2C)cc1 (centres undefined)
39.7%[activator]	-2.8%	0.1%	1.6%	38.4%[activator]	14.3%	-0.4%	-3.6%	14.3%	CCOC(=O)CN1N=C(/C=C/c2ccc(OCC)cc2)CCC1=O
6.7%	-9.6%	-0.5%	-14.7%	11.6%	1.6%	44.6%[activator]	-0.3%	-25.7%	COc1cc(/C=C(\C#N)C(=O)NC(C)C)cc(Cl)c1O
30.7%	-18.1%	.	.	14.6%	-7.6%	2.1%	0.9%	.	CC[C@@]1(C(=O)OC)N[C@H](CN(C)C(=O)c2ccc(F)cc2)[C@@H]2C(=O)N(C)C(=O)[C@@H]21
10.1%	-16.7%	116.9%[activator]	6.3%	8.8%	-6.3%	-8.8%	5.3%	-6.5%[0.0925 µM]	COc1nc(N=C(N)N)nc2c(C)cccc12
39.2%[activator]	2.2%[57.1 µM]	-1.7%	5.9%	146.8%[activator]	-5.6%	-0.8%	-12.3%	-32.5%	O=C(Nc1ccc(S(=O)(=O)Nc2ccccn2)cc1)C(F)(F)F
13.5%	-10.6%	-2.1%	-12.2%	-1.2%	2.4%	-9.4%	4.6%	11.1%	COc1cc([N+](=O)[O-])ccc1NC(=O)COC(=O)C=C(C)C
25.9%	-6.3%	0.4%	7.2%	62.0%[activator]	0.7%	4.0%	-6.3%	54.4%[activator]	Cc1cc(C)cc(N(C(=O)c2csnn2)C(C(=O)NC2CCCC2)c2ccccn2)c1 (centres undefined)
25.3%	-17.3%	-5.6%	?	33.3%	-3.8%	-9.4%	29.4%	.	Oc1[nH]c2ccc(Br)cc2c1N=Nc1nn[nH]n1
21.5%	-10.7%	-1.1%	-10.9%	60.9%[activator]	-3.8%	-1.5%	-6.7%	15.4%	CC(C)CC(=O)c1c[nH]c(C(=O)N2CCN(Cc3ccccc3)CC2)c1
24.0%	-4.1%	.	-28.5%	-8.2%	-1.7%	2.0%	-3.5%	16.2%[2.33 µM]	CC(=O)c1ccc(S(=O)(=O)NCCCC(=O)N(C)Cc2ccc3c(c2)OCO3)cc1
